Bioassay records: PubChem, National Center for Advancing Translational Sciences (NCATS)
TDP1 cell CPT: growth inhibition of DT40 Tdp1-/-;hTDP1 cells with camptothecin (screen for TDP1 inhibitors) | chicken DT40 Tdp1-/-;hTDP1 cells + 20 nM CPT, ATP luminescence, 48 h | Potency, µM (titrated, usually from 46.2 µM), without a hit: at the highest dose activity change, negative = growth inhibition, most hits filed as inhibitors | 420,000 tested, 12% active | AID 686979; also: nearly all actives have a fitted effect of over 55% in size
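Chicken DT40 Tdp1-/- cells complemented with human TDP1, 400 cells/well, exposed to compounds plus 20 nM camptothecin for at least 48 h at 37 C; viability read as ATP content by CellTiter-Glo luminescence.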
DT40 TDP1 no CPT: qHTS for Inhibitors of human tyrosyl-DNA phosphodiesterase 1 (TDP1): qHTS in cells in absence of CPT. Potency, µM (top dose mostly 46.2 µM), for the others: at the top dose activity change, negative = growth inhibition, hits mostly inhibitors. 420,000 tested, 15% active. DT40 Tdp1-/- hTDP1 cells, no CPT, ATP luminescence, 48 h; also: nearly all actives have a fitted effect of over 55% in size
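Stably hTDP1-transfected Tdp1-null chicken DT40 cells were treated with library compounds minus camptothecin and grown for at least 48 hr at 37 °C, after which cellular ATP was quantified by luminescence.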
TDP1 block: TDP1 (human) enzyme inhibition. recombinant TDP1, AlphaScreen DNA substrate cleavage. Potency, µM (top dose mostly 130 µM), for inactives: at the top dose activity change, negative = inhibition, usual class: inhibitors. Q9NUW8. 350,000 tested, 0.28% active; also: nearly all actives have a fitted effect of over 40% in size
Target sequence (Q9NUW8 whole entry, looked up): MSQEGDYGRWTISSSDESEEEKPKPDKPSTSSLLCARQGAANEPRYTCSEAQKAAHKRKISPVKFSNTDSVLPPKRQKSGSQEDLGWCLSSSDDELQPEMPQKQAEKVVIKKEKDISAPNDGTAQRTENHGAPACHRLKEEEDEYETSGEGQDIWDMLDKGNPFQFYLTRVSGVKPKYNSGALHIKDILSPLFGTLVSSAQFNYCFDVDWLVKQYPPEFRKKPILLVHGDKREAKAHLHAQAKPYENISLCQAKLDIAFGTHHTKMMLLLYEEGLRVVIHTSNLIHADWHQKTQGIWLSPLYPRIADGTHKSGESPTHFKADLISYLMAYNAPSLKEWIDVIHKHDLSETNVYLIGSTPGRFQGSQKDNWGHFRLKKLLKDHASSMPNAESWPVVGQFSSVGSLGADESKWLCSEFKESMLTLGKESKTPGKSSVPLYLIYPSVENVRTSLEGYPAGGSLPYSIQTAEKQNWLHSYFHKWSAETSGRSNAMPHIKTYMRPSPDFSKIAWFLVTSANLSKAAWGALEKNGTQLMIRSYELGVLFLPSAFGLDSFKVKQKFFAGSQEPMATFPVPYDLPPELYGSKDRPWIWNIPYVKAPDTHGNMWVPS
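Steps: enzyme plus compound, 15 min RT; add biotin/phosphotyrosine-FITC oligonucleotide (15 nM final), react 5 min; add donor/acceptor beads (10 ug/ml final), 10 min; read AlphaScreen. Tdp1 at 1 nM final.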
An asterisk follows results filed as active; ? = inconclusive; . = no result given; & = joins results of further samples; [ ] = dose if it differs, or a comment. Calls follow the shape of the dose curve; as a rule, active = well fitted curve in the direction sought with a large enough effect; inconclusive = small, poorly fitted or top-dose-only effect, or another doubt; inactive = no such curve, though single readings can be large; an effect the other way counts as inactive or inconclusive. % is scaled to controls: 0 for no effect and ±100 for the full control effect; potency is read from the fitted curve at half-maximal effect.

SMILES	TDP1 cell CPT	DT40 TDP1 no CPT	TDP1 block
COCC(=O)N1CCC2(CCCN(Cc3ccc(C#N)cc3)C2)CC1	4%	0%	.
Cc1ccc(SCC2=NN(c3nc(C)cc(C)n3)C(=O)C2)cc1	1%	-17%	3%
O=c1c(-c2ccccc2)nc2cnc(N3CCOCC3)nc2n1Cc1cccs1	?	-10%	.
COc1ccc(S(=O)(=O)N2CCN(c3ccccc3OC)CC2)cc1-c1noc(C)n1	-7%	-6%	11%
CC(C)(C)NC(=O)CSc1nc2ccccc2n1-c1ccccc1	-73%	?	8%
Nc1ccc(S(=O)(=O)NNC(=O)C(=O)NNc2ccccc2)cc1	-25%	-11%	6%
O=[N+]([O-])c1cc(-c2ccc(/C=N/c3nc4ccccn4c3-c3ccco3)o2)ccc1Cl	?	23µM*	5%
Cc1cccc(-c2cc(C(=O)NCc3ccccn3)c3ccccc3n2)c1	16µM*	13µM*	4%
O=C(c1cc(Cl)nc2ccccc12)N1CCN(Cc2ccc3c(c2)OCO3)CC1	?	?	1%[56.1 µM]
COc1cccc(/C=N/Nc2nc3ccccc3[nH]2)c1OC	7%	-27%	5%
COC(=O)[C@@]1(Cc2ccc(OC)cc2)[C@H]2c3cc(C(=O)N(C)C)n(C[C@H](O)CO)c3C[C@H]2CN1C(=O)c1ccccc1	15%	-8%	-3%&9%
CC(=O)Nc1ccc(CNc2nc(NCCN(C)C)nc3cc(-c4ccccc4)sc23)cc1	?	?	.
CCC(C(=O)NCc1ccco1)n1nc(C)c2c(C)n(-c3ccccc3)nc2c1=O (stereo not given)	-15%	-10%	2%
CC1CC(C)CN(S(=O)(=O)c2ccc(C(=O)N3CCCC3)cc2)C1 (stereo not given)	-16%	?	-1%
COc1ccc(C(NC(C)=O)c2nccc3cc(OC)c(OC)cc23)cc1OC (stereo not given)	-10%	3%	2%
O=C(CCN(NC(=O)c1ccccc1)C1=NS(=O)(=O)c2ccccc21)NC1CCCCC1	-3%	-4%	6%
O=C(O)CN1C(=O)CNC1=O	1%	-5%	1%
CN(C(=O)c1ccccc1C(=O)OCC(=O)Nc1ccc(S(N)(=O)=O)cc1)c1ccccc1	-8%	-15%	-3%
C=CCc1ccccc1OCC(=O)NNC(=S)NCc1ccccc1	6.5µM*	5.2µM*	6%
CCOC(=O)c1ccc2ncc(-c3ccccc3)nc2c1	2%	0%	6%
COc1ccc(CNC(=O)CCc2c(C)nc3c(c(C)nn3-c3ccccc3)c2C)cc1	?	?	3%
CN(C(=O)CN1C(=O)S/C(=C\c2ccccc2Cl)C1=O)C1CCS(=O)(=O)C1 (stereo not given)	-22%	19%	6%
O=C(CSc1nnc(-c2ccco2)o1)NC1CCCCCC1	-18%	-9%	3%
Cc1ccc(/C=C(\C#N)C(=O)Nc2c(C)cccc2C)s1	?	21µM*	5%
CN(C)C(=O)c1ccc(-c2cncnc2NCc2ccccc2)cc1	-15%	0%	.
NC(N)=Nc1nc2ccc([N+](=O)[O-])cc2[nH]1	-17%	29µM*	11%
Cc1cc(C)cc(NC(=O)CNS(=O)(=O)c2ccc3nc(C)sc3c2)c1	-6%	-13%	-3%
OC(c1ccc(-c2ccccc2)cc1)c1ncc(-c2ccccc2Cl)[nH]1 (stereo not given)	?	?	.
Cc1ccc(S(=O)(=O)N(CC(=O)N2CCc3ccccc3C2)c2ccc(C)c(C)c2)cc1	16µM*	18µM*	5%[12.3 µM]
CC(=O)COc1ncnc2c(Cl)cc(Cl)cc12	-7%	?	0%
O/N=C1/CCSc2ccccc21	6%	-6%	2%
Cc1nn2c(=O)cc(COC(=O)CNC(=O)c3ccc(F)cc3)nc2s1	0%	-4%	3%
CC(=O)N1CCN=C1SCc1cccc(C(F)(F)F)c1	-2%	-12%	-1%
COC(=O)N1CCC2(CCN(Cc3ccccc3)CC2)CC1	0%	-7%	.
Cc1cc(C)c2nc(Cl)c(Cl)nc2c1	-23%	0%	4%
Clc1ccc2c(c1)Nc1ccccc1CC2	?	?	.
CC(NC(=O)C1CCC(CNS(=O)(=O)c2ccccc2)CC1)c1ccccc1 (stereo not given)	8%	-5%	.
COC(=O)c1c(OCCN2CCCCC2)cc(=O)n2c1CCN(Cc1cccc3nccnc13)CC2	-19%	-21%	.
O=C(c1c(F)cccc1F)N1CCN=C1SCc1ccccc1	?	-28%	.
CN(Cc1ccccc1)C(=O)C1CCC(CNS(=O)(=O)c2ccc3c(c2)CCCC(=O)N3)CC1 (stereo not given)	?	?	3%

One compound at a time, as listed above:
Cc1cc(C)c2nc(Cl)c(Cl)nc2c1 across the screens: TDP1 cell CPT = -23%; DT40 TDP1 no CPT = 0%; TDP1 block = 4%
CC(NC(=O)C1CCC(CNS(=O)(=O)c2ccccc2)CC1)c1ccccc1 (stereo not given) across the screens: TDP1 cell CPT = 8%; DT40 TDP1 no CPT = -5%; TDP1 block = .
COc1ccc(CNC(=O)CCc2c(C)nc3c(c(C)nn3-c3ccccc3)c2C)cc1 across the screens: TDP1 cell CPT = ?; DT40 TDP1 no CPT = ?; TDP1 block = 3%

A few values from the list.
In TDP1 block, O/N=C1/CCSc2ccccc21 is listed with 2%
In TDP1 cell CPT, Cc1cc(C)c2nc(Cl)c(Cl)nc2c1 is listed with -23%
In DT40 TDP1 no CPT, O=C(c1c(F)cccc1F)N1CCN=C1SCc1ccccc1 is listed with -28%
In DT40 TDP1 no CPT, Cc1ccc(/C=C(\C#N)C(=O)Nc2c(C)cccc2C)s1 is listed with 21µM*
In DT40 TDP1 no CPT, CN(C)C(=O)c1ccc(-c2cncnc2NCc2ccccc2)cc1 is listed with 0%

(listing goes on)
SMILES	TDP1 cell CPT	DT40 TDP1 no CPT	TDP1 block
CC(=O)Nc1ccc(NC(=O)CSc2ccc3nnc(-c4cccnc4)n3n2)cc1	-3%	18%	-14%
CCc1nc(C)cc2c1sc1ccccc12	-11%	?	1%
CCC1CCCCN1C(=O)c1c[nH]c2ccc(S(=O)(=O)N(C)c3ccc(Cl)cc3)cc2c1=O (stereo not given)	?	?	2%
CCOc1ccccc1NC(=O)C(OC(=O)c1ccc(N(C)C)cc1)c1ccccc1 (stereo not given)	0.58µM*	?	1%
CCC(C)c1ccccc1N1CC(C(=O)NCCCn2nc(C)cc2C)CC1=O (stereo not given)	-16%	1%	1%
CC(c1ccccc1)N1C(=O)CC(Sc2ncccc2C(=O)O)C1=O (stereo not given)	-4%	-3%	0%
CCCC[C@@H]1CCCO[C@@](C(=O)NCc2ccccn2)(C(F)(F)F)C1	18µM*	?	11%
COc1ccc(-c2cnc(SCC(=O)Nc3ccc4c(c3)OCO4)n2Cc2ccco2)cc1	18µM*	18µM*	11%
COc1ccc(N=c2cc(-c3ccc(O)cc3)oc3ccccc23)cc1	?	?	10%
O=C(NC1CCN(C(=O)Nc2ccccc2Cl)CC1)c1ccco1	-6%	-7%	0%
O=C(Cc1ccc(-n2cccc2)cc1)NC1CCCCCC1	-13%	-25%	-5%
Cc1cc(-c2ccc(S(=O)(=O)N3CCN(c4ccc(Cl)cc4)CC3)s2)on1	?	-9%	0%
O=C(CCN1CCN(c2ccccc2F)CC1)Nc1ccc2c(c1)OCO2	?	?	8%
COc1cccc(-c2nc(CS(=O)(=O)CC(=O)Nc3ccc(C(C)=O)cc3)c(C)o2)c1	?	?	4%
O=C1NC[C@H](Cc2ccc(O)cc2)N(C[C@@H]2CCCN2C[C@H](Cc2ccccc2)N2C[C@H](Cc3ccccc3)N(CCc3ccccc3)C(=O)C2=O)C1=O	-8%	-17%	.
O=C1C(=O)N(CCCn2ccnc2)C(c2cccc(Br)c2)/C1=C(\O)c1ccc2c(c1)OCCO2 (stereo not given)	3%	29%	5%
CCCCNC(=O)c1cc2ccccc2s1	6%	-7%	-1%
CCOc1ccc(NC(=O)c2cc3c(=O)n(C)c4ccccc4c3n2C)cc1	8.2µM*	16µM*	-2%
O=C(COC(=O)c1ccc(NS(=O)(=O)c2cccs2)cc1)NCC1CCCO1 (stereo not given)	-3%	-13%	5%
COc1ccccc1NC(=O)Nc1cc(F)ccc1F	-1%	13%	-2%

2 compounds from above with just TDP1 cell CPT:
Molecule	TDP1 cell CPT
CCC(C)c1ccccc1N1CC(C(=O)NCCCn2nc(C)cc2C)CC1=O (stereo not given)	-16%
CCC1CCCCN1C(=O)c1c[nH]c2ccc(S(=O)(=O)N(C)c3ccc(Cl)cc3)cc2c1=O (stereo not given)	?

Next part.
SMILES	TDP1 cell CPT	DT40 TDP1 no CPT	TDP1 block
Cc1cccc(-n2c(=O)c3ccccc3n(Cc3ccccc3C#N)c2=O)c1	-28%	-9%	-1%
CC(=O)c1ccc(COC(=O)Cc2ccc([N+](=O)[O-])cc2)cc1	-6%	-8%	.
CC(C)=CCC1=C(O)[C@](O)(CC=C(C)C)C(=O)C(C(=O)CC(C)C)=C1O	-36%[9.04 µM]	-27%[9.04 µM]	1%
O=C1CCc2cc(S(=O)(=O)NC(C(=O)Nc3cccc(F)c3)c3ccccc3)ccc2N1 (stereo not given)	?	?	8%
Cn1c(=O)oc2cc(S(=O)(=O)N3CCCC(C(=O)NCCN4CCOCC4)C3)ccc21 (stereo not given)	-2%	-5%	1%
Cc1ccc2nc(C)cc(Nc3ccc([N+](=O)[O-])cc3)c2c1	1µM*	0.92µM*	5%
O=C(CSCc1ccccc1)Nc1ccccc1	20%	-7%	.
O=C(O)/C(CC(=O)c1ccc(Cl)cc1)=N/Nc1ccc([N+](=O)[O-])cc1[N+](=O)[O-]	3%	2%	.
c1cncc(-c2nc(NCc3cccs3)c3ccccc3n2)c1	?	?	-1%
O=C(NNc1nc2c(F)cc(F)cc2s1)c1ccccc1	-15%	-3%	1%
Cc1cc(S(=O)(=O)c2cc3ccc(O)c(C)c3oc2=O)ccc1F	?	?	.
CCc1cc(Cn2nc(-c3ccccc3)cc2C(=O)NCCOC)on1	-3%	-7%	.
CCc1nnc(NC(=O)c2nc(SCc3ccccc3F)ncc2Cl)s1	-16%	8%	2%
Cc1ccc(Nc2sc(C(=O)c3ccccc3)c(N)c2C(=O)Nc2ccc(Cl)cc2)cc1	?	18µM*	10%
CC1(C)C(=O)Nc2ccccc2N1C(=O)COc1ccc(C#N)cc1	-11%	12%	-5%
CCN(C(=O)CN1C(=O)/C(=C/c2ccccc2)SC1=S)C1CCS(=O)(=O)C1 (stereo not given)	23µM*	?	5%
COCCN(C(=O)COC(=O)CNC(=O)c1cccs1)c1c(N)n(Cc2ccccc2)c(=O)[nH]c1=O	16%	1%	-7%
Cc1ccc(Nc2nc(N/N=C\c3ccc4c(c3)OCO4)nc(N3CCOCC3)n2)cc1	8.2µM*	9.2µM*	11%
CC(=O)N1CCc2cc(NC(=O)C3(C)CCN3CCc3ccccc3)ccc21 (stereo not given)	21µM*	21µM*	.
COC(=O)CSc1snnc1-c1ccc(F)cc1	1%	-2%	4%
CCc1ccccc1NC(=O)c1cc(-c2cccs2)on1	2%	-8%	0%
C[C@H]1CN([C@@H](C)CO)C(=O)c2cc(/C=C/c3ccccc3)cnc2O[C@H]1CN(C)C(=O)c1cccc(F)c1	?	23µM*	.
CC(=O)Nc1cccc(C(=O)NCc2ccc3c(c2)CCN3C(=O)c2ccc(F)cc2)c1	21µM*	16µM*	5%
CCOC(=O)N1CCc2c(sc3c2c(=O)n(Cc2ccccc2)c(=O)n3Cc2cccc(C)c2)C1	13µM*	13µM*	4%&0%
CCN1C(=O)[C@@H]2Cc3c([nH]c4ccccc34)C(c3ccc(OC)cc3)N2C1=S (stereo not given in full)	?	15µM*	.
COc1ccc(NC(=O)C23CC4CC(C2)CC(n2cnc(Br)n2)(C4)C3)cc1Cl	?	23µM*	1%
C=CCn1c(=O)[nH]c2cc(C(=O)N3CCN(c4ccc(C(C)=O)cc4)CC3)ccc2c1=O	21µM*	16µM*	-8%
Cc1noc(NS(=O)(=O)c2ccc(NC(=O)c3ccc(N(C)C)cc3)cc2)c1C	11%	-7%	0%[56.1 µM]
COc1cc(C(=O)NCC(=O)NCCCSc2ccccc2)cc(OC)c1OC	?	-17%	2%
Cc1ccc(S(=O)(=O)N2CCOCC2)cc1NC(=O)c1cc(-c2ccccn2)nc2ccccc12	?	-27%	5%
CCc1nc2c(OCc3cccc(Cl)c3)cccn2c1N(C)C(C)=O	?	?	.
COc1cc(/C=N/Nc2ccc(F)cc2F)cc(OC)c1O	2.3µM*	5.8µM*	8%
COc1ccc(CNS(=O)(=O)c2ccc(-c3cnc(C4CC4)o3)cc2)cc1	15µM*	13µM*	-7%&6%
CC(OC(=O)C1CCCC1)C(=O)Nc1ccc(C(N)=O)cc1 (stereo not given)	-11%	-5%	.
Cc1ccccc1-c1nc(N2CCOCC2)c2ccccc2n1	-5%	-11%	.
